# Assay outcomes (PubChem BioAssay)
# EZH2 inh – EZH2 (human) methyltransferase inhibition. Q15910. PRC2 H3K27 methylation, DELFIA TRF, 1 h. inhibition, % at 12.5 µM. hit rate 0.35% among 57,000;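 active = mean inhibition of replicates at least 50% and every single replicate also reaching 50%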;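 also: dimethyl H3K27 on biotinylated H3 21-44 peptide detected by antibody; plate controls were median neutral control wells for no effect and median positive control wells for full effect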
# IDH1 R132H inh – inhibitors of human IDH1 R132H | IDH1 R132H reductase, diaphorase/resazurin fluorescence, 60 min | inhibition, % at 10 µM | hit rate 0.18% among 70,000 | AID 624101; in the data active = inhibition above about 34%;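 also: 0% = DMSO and 100% = no enzyme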
# Target sequence (O75874 whole entry R132H): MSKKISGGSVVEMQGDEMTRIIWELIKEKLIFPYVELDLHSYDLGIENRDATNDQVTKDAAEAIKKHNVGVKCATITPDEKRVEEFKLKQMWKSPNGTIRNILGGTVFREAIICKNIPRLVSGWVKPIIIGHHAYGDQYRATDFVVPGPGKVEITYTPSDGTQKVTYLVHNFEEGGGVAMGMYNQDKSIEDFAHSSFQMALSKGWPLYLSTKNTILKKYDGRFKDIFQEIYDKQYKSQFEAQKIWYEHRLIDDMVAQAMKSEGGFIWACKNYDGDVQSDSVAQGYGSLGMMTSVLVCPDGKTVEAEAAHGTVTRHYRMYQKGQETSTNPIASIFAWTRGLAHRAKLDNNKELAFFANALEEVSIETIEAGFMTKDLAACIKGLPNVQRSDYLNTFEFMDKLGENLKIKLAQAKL
# An asterisk follows results filed as active; . = no result given.
SMILES | EZH2 inh | IDH1 R132H inh
CC(C)c1nnc(NC(=O)CC(NC(=O)c2ccccc2)c2ccccc2)s1 (stereo not drawn) | 0 | -0.8
O=C(CN1C(=O)c2ccccc2C1=O)Nc1ccc(-c2nc3ccccc3o2)cc1 | -13 | -0.2
CNC[C@@H]1Oc2cc(C#Cc3ccccn3)ccc2S(=O)(=O)N([C@@H](C)CO)C[C@H]1C | -8 | -0.9
C[C@@H]1CN([C@@H](C)CO)S(=O)(=O)c2ccc(-c3ccc(C(=O)N(C)C)cc3)cc2O[C@H]1CN(C)C(=O)C1CC1 | -11 | 3.2
C[C@@H]1CN([C@@H](C)CO)C(=O)c2cc(C#Cc3cccc(F)c3)cnc2O[C@@H]1CN(C)C(=O)C1CCOCC1 | -14 | 0.6
C[C@@H]1CN([C@@H](C)CO)C(=O)c2cc(NC(=O)Cc3ccccc3)ccc2O[C@@H](C)CCCCO[C@@H]1CN(C)S(=O)(=O)c1cn(C)cn1 | . | -1.3
CC(C)OC(=O)N(C)C[C@H]1OCc2ccccc2-c2ccccc2C(=O)N([C@@H](C)CO)C[C@@H]1C | -1 | -7.1
COc1cc(NS(=O)(=O)c2c(C)oc3c(F)c(F)c(F)c(F)c23)cc(OC)c1OC | -8 | -0.2
COCC(=O)Nc1ccc2c(c1)OC[C@H](C)N(CC1CC1)C[C@@H](C)[C@@H](OC)CN(C)C2=O | 3 | 0.1
CC(C)NC(=O)Nc1ccc2c(c1)C(=O)N([C@@H](C)CO)C[C@@H](C)[C@H](CN(C)S(=O)(=O)c1cccs1)OCCCC[C@@H](C)O2 | . | 1.7
C/C=C/c1cnc2c(c1)C(=O)N([C@H](C)CO)C[C@@H](C)[C@@H](CN(C)Cc1cncnc1)O2 | 10 | 0.8
C[C@@H]1CN([C@@H](C)CO)C(=O)Cc2cc(NC(=O)Nc3ccc4c(c3)OCO4)ccc2O[C@H]1CN(C)Cc1ccc(Oc2ccccc2)cc1 | . | 1.1
CO[C@@H]1CN(C)C(=O)c2cc(NC(=O)C3CC3)ccc2OC[C@@H](C)N(Cc2ccccc2)C[C@H]1C | -9 | 0.2
CC(C)NC(=O)Nc1cccc2c1O[C@H](CN(C)Cc1ccc(C(=O)O)cc1)[C@H](C)CN([C@H](C)CO)C2=O | . | 2.3
C[C@H]1CCCCO[C@@H](CN(C)Cc2ccc3c(c2)OCO3)[C@@H](C)CN([C@@H](C)CO)C(=O)c2cc(NC(=O)Nc3ccc4c(c3)OCO4)ccc2O1 | . | -5.9
C[C@@H]1CN([C@@H](C)CO)C(=O)Cc2cc(NC(=O)Nc3ccccc3)ccc2O[C@@H]1CN(C)C(=O)Nc1ccc(F)cc1 | . | 1.3
CCC1(c2ccccc2)NC(=O)N(C)C1=O (stereo not drawn) | . | 0.2
O=C(C[C@@H]1C=C[C@@H](NC(=O)c2ccc(F)cc2)[C@@H](CO)O1)NCCc1ccncc1 | 7 | 0.0
CNC[C@@H]1Oc2c(NS(=O)(=O)c3ccc(Cl)cc3)cccc2C(=O)N([C@@H](C)CO)C[C@H]1C | . | 3.3
O=C(CSc1nnc(-c2ccccc2)n1-c1ccccc1)Nc1ccccc1F | 14 | 0.0
C[C@@H]1CN([C@H](C)CO)C(=O)c2cccc(NC(=O)Nc3ccccc3)c2O[C@H]1CN(C)Cc1ccc(Oc2ccccc2)cc1 | . | 4.6
O=C(C[C@@H]1C=C[C@H](NC(=O)Nc2ccc3c(c2)OCO3)[C@H](CO)O1)NCc1ccc2c(c1)OCO2 | 4 | -0.1
C[C@H](CO)N1C[C@H](C)[C@H](CN(C)C(=O)NC2CCCCC2)Oc2c(NC(=O)c3ccncc3)cccc2C1=O | 0 | -0.4
CO[C@@H]1CN(C)C(=O)c2cc(NS(=O)(=O)c3ccc(Cl)cc3)ccc2OC[C@@H](C)N(C)C[C@@H]1C | 5 | 0.6
N#Cc1cc(Oc2ccc(F)cc2)c(-n2nnc3ccccc32)cc1C#N | -33 | 2.1
O=C(COc1ccc2c(-c3ccccc3)cc(=O)oc2c1)c1ccccc1 | 13 | 0.2
O=S(=O)(NCCNC/C=C/c1ccc(Br)cc1)c1cccc2cnccc12 | . | -4.5
COCCNC(=O)C[C@H]1C=C[C@H](NS(=O)(=O)c2ccc(C)cc2)[C@@H](CO)O1 | 5 | -0.2
C[C@@H]1CCCCO[C@H](CN(C)S(=O)(=O)c2ccc(Cl)cc2)[C@H](C)CN([C@@H](C)CO)C(=O)c2cc(NC(=O)c3ccccc3)ccc2O1 | . | 2.3
C[C@@H]1CN([C@H](C)CO)C(=O)Cc2cc(NC(=O)CCN3CCOCC3)ccc2O[C@@H]1CN(C)Cc1ccc(C(=O)O)cc1 | . | -2.1

# New compounds follow.
SMILES | EZH2 inh | IDH1 R132H inh
O=C(C[C@@H]1CC[C@H](NC(=O)Nc2ccc(C(F)(F)F)cc2)[C@@H](CO)O1)NCc1ccccn1 | -15 | -0.1
C[C@@H]1CN([C@H](C)CO)S(=O)(=O)c2ccc(C#CCN(C)C)cc2O[C@@H]1CN(C)Cc1ccccc1F | . | 0.0
CCC(=O)Nc1ccc2c(c1)C(=O)N(C)C[C@H](OC)[C@H](C)CN(C(=O)CN1CCOCC1)[C@H](C)CO2 | 22 | -0.2
COc1ccc(-c2ccc3c(c2)O[C@H](CN(C)Cc2cccnc2)[C@@H](C)CN([C@@H](C)CO)S3(=O)=O)cc1 | 38 | 0.3
COc1cc(Cc2nnc(C(=O)NC(C)C)o2)cc(OC)c1OC | -6 | -0.3
COc1ccc(CNC(=O)C[C@@H]2C[C@@H]3c4cc(NC(=O)NC5CCCC5)ccc4O[C@@H]3[C@H](CO)O2)cc1 | -21 | -0.3
C[C@@H]1CN([C@@H](C)CO)C(=O)c2cc(NC(=O)C3CC3)ccc2O[C@H]1CN(C)CC1CCCCC1 | -1 | 0.4
C[C@H]1CN([C@@H](C)CO)S(=O)(=O)c2ccc(-c3cncnc3)cc2O[C@H]1CN(C)Cc1ccccc1 | . | -0.1
C[C@@H]1CCCCO[C@@H](CN(C)S(=O)(=O)c2ccc(F)cc2)[C@@H](C)CN([C@H](C)CO)C(=O)c2cc(NC(=O)Nc3ccc(F)cc3)ccc2O1 | . | 1.8
COc1ccc(CN(C)C[C@H]2Oc3ccc(NC(=O)c4ccncc4)cc3CC(=O)N([C@@H](C)CO)C[C@@H]2C)cc1 | -9 | 2.2
C[C@H](CO)N1C[C@H](C)[C@H](CN(C)Cc2ccncc2)OCc2cn(nn2)CCCC1=O | 2 | 1.6
CNC[C@@H]1Oc2c(NC(=O)c3nc4ccccc4s3)cccc2C(=O)N([C@H](C)CO)C[C@@H]1C | 2 | -0.8
COc1ccc(NC(=O)N(C)C[C@@H]2OCCCC[C@@H](C)Oc3ccc(NS(=O)(=O)c4ccc(Cl)cc4)cc3C(=O)N([C@H](C)CO)C[C@@H]2C)cc1 | . | 2.1
CC(C)C#Cc1cnc2c(c1)C(=O)N([C@H](C)CO)C[C@H](C)[C@@H](CN(C)Cc1ccccc1F)O2 | -11 | -0.4
COc1ccc(S(=O)(=O)N(C)C[C@H]2Oc3ccc(NS(C)(=O)=O)cc3C(=O)N([C@H](C)CO)C[C@@H]2C)cc1 | . | 0.1
Cc1ccc(-c2ccc3c(c2)O[C@@H](CN(C)C(=O)C2CC2)[C@H](C)CN([C@H](C)CO)S3(=O)=O)cc1 | -4 | 1.5
C[C@H]1CN([C@@H](C)CO)C(=O)Cc2cc(N(C)C)ccc2O[C@H]1CN(C)S(=O)(=O)c1ccccc1 | 10 | -34
Cn1cnnc1SCC(=O)c1ccc([N+](=O)[O-])cc1 | 2 | 0.3
O=C(C[C@@H]1C[C@H]2c3cc(NC(=O)CC4CC4)ccc3O[C@H]2[C@H](CO)O1)NCCN1CCCCC1 | -7 | -0.7
O=C(CSC1CC(=O)N(c2ccc(C(=O)O)cc2)C1=O)Nc1ccc2ccccc2c1 (stereo not drawn) | 0 | 3.2
CO[C@@H]1CN(C)C(=O)c2ccc(NC(=O)NC(C)C)cc2OC[C@@H](C)N(C(=O)CN(C)C)C[C@@H]1C | 5 | -0.3
C[C@H](CO)N1C[C@H](C)[C@H](CN(C)C)Oc2ncc(-c3ccncc3)cc2C1=O | -4 | 1.9
C[C@H](CO)N1C[C@H](C)[C@H](CN(C)S(=O)(=O)c2cn(C)cn2)Oc2c(NC(=O)Nc3cccc4ccccc34)cccc2C1=O | . | -12
C[C@H](CO)N1C[C@H](C)[C@@H](CN(C)C(=O)Nc2ccc(C(F)(F)F)cc2)Oc2c(NC(=O)C3CCOCC3)cccc2C1=O | -1 | 2.0
C[C@@H]1CN([C@H](C)CO)C(=O)c2cc(NC(=O)Nc3ccc(F)cc3)ccc2O[C@@H]1CN(C)Cc1ccc(C(=O)Nc2ccccc2N)cc1 | -51 | .
O[C@H]1[C@H]2c3cc4c(cc3CN3CCC(=C[C@@H]1O)[C@H]23)OCO4 | . | 2.5
Cc1noc(C)c1S(=O)(=O)Nc1ccc2c(c1)CC(=O)N([C@H](C)CO)C[C@@H](C)[C@H](CN(C)Cc1ccc(C(F)(F)F)cc1)O2 | . | 0.3
C[C@H]1CN([C@@H](C)CO)C(=O)c2cc(NC(=O)c3ccncc3)ccc2O[C@H]1CN(C)S(C)(=O)=O | 5 | .
C[C@H]1CN([C@@H](C)CO)C(=O)c2cc(C#CCc3ccccc3)cnc2O[C@H]1CN(C)Cc1cccc(C(=O)O)c1 | 13 | 4.2
O=C(CSc1nc2ccccc2[nH]1)Nc1ccc(Br)cc1F | 18 | -0.4

# Three of these compounds in a different format.
# Values run as follows: EZH2 inh | IDH1 R132H inh
> CCC(=O)Nc1ccc2c(c1)C(=O)N(C)C[C@H](OC)[C@H](C)CN(C(=O)CN1CCOCC1)[C@H](C)CO2
    22 | -0.2
> COc1ccc(-c2ccc3c(c2)O[C@H](CN(C)Cc2cccnc2)[C@@H](C)CN([C@@H](C)CO)S3(=O)=O)cc1
    38 | 0.3
> COc1cc(Cc2nnc(C(=O)NC(C)C)o2)cc(OC)c1OC
    -6 | -0.3

# Random excerpt: three records from the list
SMILES | EZH2 inh | IDH1 R132H inh
C[C@@H]1CCCCO[C@@H](CN(C)S(=O)(=O)c2ccc(F)cc2)[C@@H](C)CN([C@H](C)CO)C(=O)c2cc(NC(=O)Nc3ccc(F)cc3)ccc2O1 | . | 1.8
C[C@H](CO)N1C[C@H](C)[C@@H](CN(C)C(=O)Nc2ccc(C(F)(F)F)cc2)Oc2c(NC(=O)C3CCOCC3)cccc2C1=O | -1 | 2.0
CCC(=O)Nc1ccc2c(c1)C(=O)N(C)C[C@H](OC)[C@H](C)CN(C(=O)CN1CCOCC1)[C@H](C)CO2 | 22 | -0.2

# More compounds follow.
SMILES | EZH2 inh | IDH1 R132H inh
O=C(N[C@H]1CC[C@@H](CCNS(=O)(=O)c2cccc(Cl)c2)O[C@@H]1CO)c1ccncc1 | 5 | -0.4
C/C=C/c1cnc2c(c1)C(=O)N([C@@H](C)CO)C[C@@H](C)[C@@H](CN(C)S(=O)(=O)c1cn(C)cn1)O2 | 9 | 0.9
C[C@@H]1CN([C@@H](C)CO)C(=O)Cc2cc(NC(=O)CCCCCC(=O)Nc3ccccc3N)ccc2O[C@@H]1CN(C)CC1CC1 | -2 | -0.1
C[C@H](CO)N1C[C@H](C)[C@H](CN(C)Cc2cccc(F)c2)Oc2ncc(C#CC(C)(C)O)cc2C1=O | 1 | 0.4
C[C@@H]1CN([C@@H](C)CO)C(=O)c2cc(NC(=O)Cc3ccccc3)ccc2O[C@@H](C)CCCCO[C@@H]1CN(C)C(=O)c1ccncc1 | . | 1.5
N[C@H]1CC[C@H](CCn2cc(C3CCCCC3)nn2)O[C@@H]1CO | -17 | 0.1
CO[C@H]1CN(C)C(=O)c2ccc(NS(=O)(=O)c3ccccc3Cl)cc2OC[C@@H](C)NC[C@@H]1C | 11 | -0.1
C[C@H](CO)N1C[C@H](C)[C@@H](CN(C)CC2CCCCC2)OCCCC[C@H](C)Oc2ccc(NS(=O)(=O)c3ccc(F)cc3)cc2C1=O | . | -1.2
Cc1coc(C)c1C(=O)CC1(O)C(=O)Nc2ccc(Br)cc21 (stereo not drawn) | 6 | 0.5
C[C@@H]1CN([C@H](C)CO)C(=O)Cc2cc(NC(=O)Nc3ccccc3)ccc2O[C@@H]1CN(C)S(C)(=O)=O | -5 | .
C[C@@H]1CN([C@@H](C)CO)C(=O)Cc2cc(NC(=O)C3CC3)ccc2O[C@H]1CN(C)C(=O)Nc1ccc(F)cc1 | . | 0.2
COCCNC(=O)C[C@H]1C[C@@H]2c3cc(NC(=O)Nc4ccccc4)ccc3O[C@@H]2[C@H](CO)O1 | 5 | 0.2
COC(=O)CCCCCCC(=O)N/N=C/c1ccc(CO)o1 | 11 | 0.1
CC(=O)c1cccc(NC(=O)Cn2ccc([N+](=O)[O-])n2)c1 | -10 | -0.7
Cc1ccc(S(=O)(=O)N(C)C[C@@H]2Oc3c(NS(C)(=O)=O)cccc3C(=O)N([C@@H](C)CO)C[C@@H]2C)cc1 | . | -1.1
C[C@@H]1CN([C@H](C)CO)C(=O)c2c(c3ccccc3n2C)-c2ccccc2CO[C@H]1CN(C)S(=O)(=O)c1cccc(F)c1 | -11 | 0.0
C[C@@H]1CCCCO[C@@H](CN(C)C(=O)Nc2ccc(F)cc2)[C@@H](C)CN([C@H](C)CO)C(=O)c2cc(NS(=O)(=O)c3ccccc3)ccc2O1 | . | 1.3
C[C@@H]1CN([C@@H](C)CO)S(=O)(=O)c2ccc(C#CCN(C)C)cc2O[C@@H]1CN(C)C(=O)C1CC1 | -6 | .
C[C@H]1CN([C@@H](C)CO)C(=O)Cc2cc(NC(=O)CCN3CCOCC3)ccc2O[C@@H]1CN(C)S(=O)(=O)c1cn(C)cn1 | . | -2.9
CC(C)NC(=O)N(C)C[C@@H]1Oc2c(NS(=O)(=O)c3ccc(Cl)cc3)cccc2C(=O)N([C@@H](C)CO)C[C@@H]1C | 2 | .
CS(=O)(=O)N(CC(=O)Nc1cc(Cl)ccc1Oc1ccccc1)C1CCCCC1 | 12 | -0.1
O=C(OCc1nc2ccccc2[nH]1)C12CC3CC(CC(C3)C1)C2 | -10 | -0.4

# Some of the compounds tested; count on the stated rates, not on these rows.
